Tb PYK inh: inhibitors of Trypanosoma brucei pyruvate kinase; 0.12% of 410,000 active; TbPYK enzyme, Kinase-Glo Plus ATP luminescence, 45 min; Q57TT1; Potency, µM (series often up to 76.8 µM), for inactives: top-dose activity, negative = inhibition, actives largely listed as inhibitors; also: potency is read from the fitted curve at half-maximal effect; nearly all actives have a fitted effect of over 50% in size
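Readout: single end-point luminescence (Kinase-Glo Plus, 10 min). Reaction conditions were TbPYK/substrate plus 130 uM ADP, 45 min at RT, pH 7.2 TEA buffer. No-enzyme wells served as controls, and data were normalized before concentration-response fitting.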
AmpC inh detg: AmpC beta-lactamase inhibition with detergent present | P00811 | AmpC hydrolysis of nitrocefin, absorbance 480 nm, 0.01% Triton | Potency, µM (titrated, usually from 114 µM), without a hit: at the top dose activity change, negative = inhibition, most hits filed as inhibitors | 0.041% of 370,000 active | AID 485294;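 also: potency is read from the fitted curve at half-maximal effect; 0% = no-compound wells and -100% = no-enzyme wells; nearly all actives have a fitted effect of over 25% in size; some results filed as inactive show a strong effect at the top dose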
Target sequence (P00811 whole entry, looked up): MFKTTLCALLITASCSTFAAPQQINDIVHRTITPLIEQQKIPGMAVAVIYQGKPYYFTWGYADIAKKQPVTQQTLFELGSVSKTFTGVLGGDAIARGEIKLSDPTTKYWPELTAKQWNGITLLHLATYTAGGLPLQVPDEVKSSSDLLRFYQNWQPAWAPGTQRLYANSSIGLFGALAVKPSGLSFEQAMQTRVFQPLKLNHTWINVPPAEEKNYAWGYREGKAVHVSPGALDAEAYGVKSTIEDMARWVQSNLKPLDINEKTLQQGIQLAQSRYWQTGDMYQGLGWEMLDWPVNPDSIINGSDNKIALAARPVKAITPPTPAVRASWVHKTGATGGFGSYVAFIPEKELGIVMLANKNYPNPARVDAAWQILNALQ
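AmpC (5.3 nM in the dispensed reagent) in 20 mM phosphate pH 7.0 with 0.01% (detergent screen) or 0.0001% Triton X-100 was preincubated with compounds for 15 min at room temperature. Nitrocefin was then added from an 800 uM solution, and hydrolysis was followed at 480 nm.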
LmPK inh: blocks Leishmania mexicana pyruvate kinase activity; Q27686; purified LmPK, Kinase-Glo ATP luminescence, 1 h; Potency, µM (doses to about 57.5 µM), inactives show at the top dose activity change, negative = inhibition, hits mostly inhibitors; 0.37% of 290,000 active; also: potency is read from the fitted curve at half-maximal effect
Target sequence (Q27686 whole entry, looked up): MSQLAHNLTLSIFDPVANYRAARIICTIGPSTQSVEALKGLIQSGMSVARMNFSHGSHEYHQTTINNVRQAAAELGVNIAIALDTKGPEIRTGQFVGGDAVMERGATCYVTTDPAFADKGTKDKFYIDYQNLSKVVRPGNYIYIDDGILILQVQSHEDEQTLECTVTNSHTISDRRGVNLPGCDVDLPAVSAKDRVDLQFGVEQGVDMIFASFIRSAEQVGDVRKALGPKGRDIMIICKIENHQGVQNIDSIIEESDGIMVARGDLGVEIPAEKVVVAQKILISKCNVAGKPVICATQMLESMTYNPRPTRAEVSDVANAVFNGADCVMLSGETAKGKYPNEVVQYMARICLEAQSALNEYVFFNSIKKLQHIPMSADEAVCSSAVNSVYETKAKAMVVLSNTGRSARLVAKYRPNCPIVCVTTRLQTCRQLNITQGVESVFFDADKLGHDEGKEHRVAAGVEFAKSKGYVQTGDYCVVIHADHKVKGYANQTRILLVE
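Kinase-Glo luminescence read after 1 h RT reaction of 0.1 nM LmPK with 0.5 mM PEP and 0.1 mM ADP. Activity scaled between uninhibited and enzyme-free controls.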
HCV inhibitor: inhibitors of hepatitis C virus infection; 3.4% of 340,000 active; AID 651820; Potency, µM (titrated, usually from 41.8 µM), for inactives: at the top dose activity change, negative = inhibition, usual class: inhibitors; Huh7.5.1 HCVcc-Cre infection, luciferase reporter, 44 h; also: potency is read from the fitted curve at half-maximal effect
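1,000 cells/well; 4 h culture; + compound; + HCVcc-Cre (~0.5 moi); 44 h; luciferase substrate, RT 15 min; read 15 sec.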
AMA1 RON2 block: inhibitors of Plasmodium falciparum AMA1-RON2 interaction. AlphaScreen AMA1-biotinylated RON2 peptide binding. Potency, µM (titrated, usually from 58.2 µM), for the others: at the highest dose activity change, negative = inhibition, most hits filed as inhibitors. 0.2% of 360,000 active;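 also: potency is read from the fitted curve at half-maximal effect; 0% = vehicle wells and -100% = peptide control; nearly all actives have a fitted effect of over 45% in size; some results filed as inactive show a strong effect at the top dose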
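AMA1 (3D7) with his tag at 25 nM final met compounds first, then biotinylated RON2 peptide at 25 nM; detection used donor plus acceptor beads, 10 µg/mL apiece, read by AlphaScreen after 30 min at room temperature.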
HCMV inh: inhibitors of human cytomegalovirus; activity change, negative = inhibition, % at 57.5 µM; HFF cells, HCMV-luciferase reporter, 72 h; hits give low values; AID 1259415; 4.5% of 410,000 active; in the data active = activity change below about -60%; inconclusive = no clear call, values can overlap the other calls; inactive = above about -39%
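Cell-based, HFFs, 1000 cells/well, 16 h 37C; cpds in DMSO + HCMV-luc, MOI 1 PFU/cell; 72 h 37C; OneGlo luminescence after 5 min RT; norm. to buffer vs Salinomycin 10uM.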
AmpC no deterg: inhibitors of E. coli AmpC beta-lactamase without detergent; Potency, µM (top dose mostly 57.1 µM), for the others: at the top dose activity change, negative = inhibition, actives largely listed as inhibitors; 0.52% of 330,000 active; AID 485341; P00811; AmpC nitrocefin hydrolysis, absorbance 480 nm, 0.0001% Triton;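 also: potency is read from the fitted curve at half-maximal effect; plate controls were no compound for no effect and no enzyme for full effect; nearly all actives have a fitted effect of over 20% in size; some results filed as inactive show a strong effect at the top dose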
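20 mM phosphate pH 7.0 + 0.01% (detergent screen) or 0.0001% Triton X-100; 5.3 nM AmpC reagent; cpd preinc 15 min RT; nitrocefin (800 uM stock) to start; A480 q20 s × 4 min; Activity was normalised to no-enzyme and no-compound control wells.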
The depositor's hits bear a star; ? = inconclusive; nt = not tested or not shown; & = joins results of further samples; [ ] = remark or other dose. Unless noted, calls follow the shape of the dose curve; as a rule, active = well fitted curve in the direction sought with a large enough effect; inconclusive = small, poorly fitted or top-dose-only effect, or another doubt; inactive = no such curve, though single readings can be large; an effect the other way counts as inactive or inconclusive. Unless noted, % is scaled to controls: 0 for no effect and ±100 for the full control effect. No enrichment for hits (roughly 7.5% active in at least one column).

no.	Molecule	Tb PYK inh	AmpC inh detg	LmPK inh	HCV inhibitor	AMA1 RON2 block	HCMV inh	AmpC no deterg
1	CCN(C(=O)Cn1c(=O)oc2ccccc21)c1ccc(C)c(C)c1	2.6%	-4.3%	3.7%	5.9%	6.4%	20.2	-2.9%
2	O=C(OCc1ccc(Cl)cc1Cl)c1ccncc1	3.8%	-3.0%	-3.0%	1.5%	10.9%	1.4	27.9%
3	CC(=O)CCSc1nnc(-c2cccc(S(=O)(=O)N3CCOCC3)c2)o1	-10.2%	?	nt	2.4%	-19.1%	-4.5	?
4	COC(=O)c1ccc(C(=O)OC)c(NC(=S)N2CCN(c3cc(Cl)ccc3C)CC2)c1	1.1%	-12.3%	3.9%	13.7%	-12.4%	-3.8	-27.3%
5	O=C(O)c1cc(C(=O)O)cc(-c2ccc(/C=c3/sc4nc5ccccc5n4c3=O)o2)c1	?	-13.9%	-1.6%	5.1%	?	nt	-21.2%
6	O=C(Nc1ccccc1N1CCOCC1)c1ccc2nc[nH]c2c1	-2.5%	-1.3%	-2.1%	?	5.5%	-19.1	-3.7%
7	CCN(CC)CCNC(=O)C1(c2ccccc2)CCCCC1	-2.4%	nt	nt	-6.9%	-1.7%	-33.8	nt
8	COc1ccc(NC(=O)CN(c2cc(C)cc(C)c2)S(=O)(=O)c2c(C)n[nH]c2C)cc1	-13.8%	?	2.7%	?	0.0%	-4.4	16.0%
9	C#CCN1C(=O)S/C(=C\c2ccc(N3CCOCC3)cc2C)C1=O	-2.1%	-1.0%	0.4%	-0.2%	1.8%	12.0	-18.9%
10	CCCCn1c(N)c(NCCC)c(=O)[nH]c1=O	-13.9%	-2.0%	-4.6%	26.2%	46.1%[activator]	-8.2	-20.1%
11	COC(=O)C1=C(C)N(c2ccc(OC)cc2)C(C)=C(C(=O)OC)C1c1ccc(OC)cc1	0.8%	4.7%	7.7%	-22.1%	-12.5%	25.1	26.8%
12	Cc1cc(C)nc(NC2=NCCS2)n1	1.3%	-9.1%	-1.4%	15.0%	0.0%	39.4	-4.5%

Copied from the list:
For HCMV inh, cpd 7 is entered as -33.8
For HCMV inh, cpd 2 is entered as 1.4
For Tb PYK inh, cpd 10 is entered as -13.9%

New compounds follow
no.	Molecule	Tb PYK inh	AmpC inh detg	LmPK inh	HCV inhibitor	AMA1 RON2 block	HCMV inh	AmpC no deterg
13	COC(=O)c1cccc(NC(=O)C2CCCN2C(=O)c2cccs2)c1 (stereo not drawn)	5.9%	0.0%	nt	13.7%	-13.7%	-15.3	-3.0%
14	CCN(CC(=O)Nc1ccccc1C(F)(F)F)C(=O)c1ccc(NC(=O)c2cccs2)cc1	0.5%	nt	nt	nt	-0.4%	3.9	nt
15	Cc1ccc(Cl)cc1NC(=O)C1CCCCC1C(=O)O (stereo not drawn)	0.6%	-0.9%	2.0%	2.7%	3.8%	-26.8	-8.6%
16	CCN1CC2C3CCC(C)(O3)C2C1 (stereo not drawn)	3.4%	-1.7%	-3.1%	26.0%	-3.5%	3.5	-9.0%
17	CC(C)NC(=O)CN1C(=O)c2cccnc2Sc2ccccc21	-1.4%	-1.2%	nt	nt	nt	10.5	nt
18	Cc1cc(/C=N/n2cnnc2)c(C)n1-c1ccc(OCc2ccccc2F)cc1	4.4%	1.3%	2.8%	?	-24.2%	-92.9*	36.3%
19	C=Cc1ccc(Cn2c(C(=O)O)c(CNC3CCCCC3)c3ccc(C)cc32)cc1	-4.1%	-5.7%	nt	nt	nt	7.5	nt
20	CCCOc1nc2c(c(=O)n(C)c(=O)n2C)n1C	2.5%	0.8%	-0.4%	6.6%	5.7%	-16.5	-6.1%
21	C/C(=N/NS(=O)(=O)c1ccc(C)c(C)c1)c1c[nH]c2ccccc12	-17.2%	-14.1%	4.5%	-21.8%	-12.4%	-17.6	-27.7%
22	CCOC(=O)CNC(=S)N(Cc1ccco1)Cc1ccccc1Cl	-12.9%	-2.1%	0.7%	5.1%	-7.9%	17.5	-11.1%
23	CC(=O)Oc1cc(C(=O)OCC(=O)N2CCc3ccccc3C2)cc(OC(C)=O)c1OC(C)=O	-17.1%	nt	nt	-20.0%	0.316µM*	-18.6	-31.4%
24	Cc1ccc(-c2c[n+](Cc3ccc(Cl)cc3)c3n2CCC3)cc1	-1.8%	-4.7%	1.6%	-12.5%	3.9%	-79.1*	17.8%

Next section, starting with the last 3 of the part before.
no.	Molecule	Tb PYK inh	AmpC inh detg	LmPK inh	HCV inhibitor	AMA1 RON2 block	HCMV inh	AmpC no deterg
22	CCOC(=O)CNC(=S)N(Cc1ccco1)Cc1ccccc1Cl	-12.9%	-2.1%	0.7%	5.1%	-7.9%	17.5	-11.1%
23	CC(=O)Oc1cc(C(=O)OCC(=O)N2CCc3ccccc3C2)cc(OC(C)=O)c1OC(C)=O	-17.1%	nt	nt	-20.0%	0.316µM*	-18.6	-31.4%
24	Cc1ccc(-c2c[n+](Cc3ccc(Cl)cc3)c3n2CCC3)cc1	-1.8%	-4.7%	1.6%	-12.5%	3.9%	-79.1*	17.8%
25	CCN(CC)S(=O)(=O)c1ccc2oc(C(=O)NCCCN3CCOCC3)c(C)c2c1	-0.8%	-10.2%	-3.1%	?	13.7%	-13.2	59.0%
26	CCOC(=O)N1CCC(NC(=O)c2cc(C(=O)Nc3cccc(C(F)(F)F)c3)ccc2CO)CC1	4.6%	-11.6%	3.1%	12.6µM*	2.1%	?	140.9%[activator]
27	O=C(c1cccnc1)N1CCN(c2ccccc2Cl)CC1	nt	0.7%	1.1%	nt	nt	nt	9.9%
28	Cc1ccc(NC(=O)c2cc(S(=O)(=O)N3CCc4ccccc43)ccc2F)cc1Cl	-2.1%	9.5%	nt	nt	nt	13.5	nt
29	O=C(NCc1ccc(F)c(F)c1)c1cccc2c(-c3cccnc3)coc12	0.0%	nt	nt	nt	-3.5%	?	nt
30	COc1ccc(/C=C(\NC(=O)c2ccccc2)C(=O)NCCC(=O)O)cc1	1.1%	2.4%	2.4%	-0.9%	-2.5%	-24.3	-3.0%
31	Cc1ccc(CN2CCN(CC(=O)NC(C)c3ccc4c(c3)OCCO4)C2=O)cc1 (stereo not drawn)	0.3%	?	3.9%	-25.0%	-0.2%	?	4.3%
32	Cc1onc(-c2ccccc2)c1C(=O)Nc1ccccc1C#N	-8.9%&-4.3%	4.0%	5.4%	5.0%&7.6%	-0.1%&0.0%	16.2&45.0	-26.9%
33	CC(C)CNC(=O)C(=O)NCCC1CCCCN1S(=O)(=O)c1cccs1 (stereo not drawn)	3.1%	0.0%	nt	10.1%	-13.0%	-13.9	0.0%
34	COc1ccc(/C=C/C(=O)Nc2nc(-c3cccs3)ns2)cc1	-2.0%	16.2%	nt	nt	nt	47.3	nt
35	CCOC(=O)C1=CN(Cc2cccc(Br)c2)S(=O)(=O)NC1C (stereo not drawn)	-0.2%	nt	nt	1.8%	11.4%	-5.1	-30.6%
36	CCn1c(CC(=O)Nc2ccc(F)cc2)nnc1SCC(=O)NC1CCCC1	8.3%	1.3%	-6.2%	-3.1%	11.0%	-30.2	-3.4%
37	CCCCNC(=O)CC1N=C2c3ccccc3N=C(SCC(=O)Nc3cccc(C)c3)N2C1=O (stereo not drawn)	-2.4%	-14.8%	0.7%	-6.3%	-11.0%	?	-23.0%
38	CCCCCOCC1CC(C/C(C)=N/NC(N)=S)C(=O)O1 (stereo not drawn)	-6.5%	-8.3%	-0.5%	?	49.4%[activator]	0.3	-6.4%
39	COc1ccc(CS(=O)(=O)c2ncn[nH]2)cc1	1.3%	3.0%	5.7%	5.6%	-10.2%	-10.6	-1.4%
40	O=[N+]([O-])c1ccccc1OCCOCCOc1cccc2cccnc12	0.5%	-6.2%	3.5%	-30.5%	-5.9%	-13.0	13.7%[2.29 µM]
41	CC1CN(C(=O)/C(=C/c2ccco2)NC(=O)c2ccccc2)CC(C)O1 (stereo not drawn)	0.0%	?	1.2%	5.0%	-2.3%	-7.9	-17.7%
42	CC1CCN(N=Nc2nc3c([nH]2)c(=O)n(C)c(=O)n3C)CC1	3.6%	nt	nt	4.4%	27.6%	-2.5	nt
43	C[C@H](CO)N1C[C@H](C)[C@@H](CN(C)Cc2ccc(C(=O)O)cc2)Oc2c(NS(=O)(=O)c3cccs3)cccc2C1=O	-0.9%	nt	nt	8.7%	-6.2%	2.6	-17.6%
44	CCC(CO)Oc1cc(NC(=O)c2ccccc2[N+](=O)[O-])c2ncn(C(C)C)c2c1 (stereo not drawn)	-6.5%	nt	nt	?	-8.6%	-0.2	24.0%
45	Cc1ccc2c(c1)C(c1ccccc1)N(C(=O)c1ccc(S(=O)(=O)N3CCOCC3)cc1)CC(=O)N2 (stereo not drawn)	-0.6%	-2.8%	4.4%	-4.2%	33.9%[activator]	-25.3	120.9%[activator]
46	CCOC(=O)C1(Cc2ccccc2)CCN(Cc2cccc(OC)c2O)CC1	-0.5%	6.1%	0.0%	?	-7.3%	-5.2	35.9%
47	O=C(Nc1ccc(F)cc1)C(=O)c1c(O)[nH]c2ccc([N+](=O)[O-])cc12	4.5%	-0.3%	-0.6%	-1.4%	-8.6%	nt	-28.4%
48	Cc1nn(C)cc1CNC(=O)c1cnn2c1NC(c1ccc(Br)cc1)CC2C(F)(F)F (stereo not drawn)	5.9%	?	2.9%	-29.8%	-2.7%	4.3	179.0%[activator]
49	Cc1ccc2c(C)nc(Nc3nc(CSc4nnnn4-c4ccccc4)cc(=O)[nH]3)nc2c1	4.3%	-2.7%	0.5%	11.2µM*	7.9%	-100.6*	-15.3%
50	Cc1cc(C)n2c(NC3CCCCC3)c(-c3ccc(F)cc3)nc2n1	4.0%	nt	nt	nt	15.2%	-3.0	nt
51	Cc1cccc(NC(=O)COC(=O)c2ccccn2)c1	-2.7%	-1.2%	2.8%	8.3%	3.7%	18.1	-22.8%
52	O=C(CSc1nc2ccccc2c(=O)n1Cc1ccco1)Nc1cccc(O)c1	-11.9%	4.4%	6.2%	?	-24.7%	12.5	-55.7%
53	N#CC(C(=O)Nc1ccc(Cl)c(Cl)c1)=C1Nc2ccccc2N1	3.4%	-3.1%	6.9%	-6.1%	61.2%[activator]	-11.0	-26.4%
